Assay outcomes as filed in PubChem.
CendR NRP1 mod – modulators of CendR peptide binding to human neuropilin-1. O14786. FAM-RPARPAR peptide binding to NRP-1, fluorescence polarization. inhibition, % at 25 µM. 360,000 compounds, 0.85% hits;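 active means inhibition or corrected inhibition above about 18%, plus a signal ratio from 0.5 to 1.5, limit read from the data, passing the limit was not always enough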; further: strong numbers were not always called active
Rpn11 block – inhibitors of human proteasome Rpn11; human 26S proteasome, Ub4-pepOG fluorescence polarization; 20S core pre-blocked with epoxomicin; AID 588493; O00487; 360,000 compounds, 0.59% hits; calls only at 20 µM;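 active means inhibition at 20 µM, scaled to each plate's controls, above about 33%, limit read from the data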
SUMO1 PPI mod – modulators of human SUMO1-mediated protein-protein interactions; SUMO1 binding to a labelled peptide, TR-FRET, 1 h; inhibition, % at 20 µM; 360,000 compounds, 0.33% hits; in the data active means inhibition above about 37%
Target sequence (P63165 whole entry, looked up): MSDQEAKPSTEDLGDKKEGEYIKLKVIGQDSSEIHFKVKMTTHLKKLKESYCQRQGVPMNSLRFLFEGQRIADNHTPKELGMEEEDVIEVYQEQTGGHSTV
Scp1 inh – Scp-1 (human) phosphatase inhibition; Q9GZU7; Recombinant Scp1, phosphopeptide, malachite green phosphate absorbance; inhibition, % at 20 µM; 340,000 compounds, 0.88% hits; AID 493091;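 active means inhibition above about 50% at 20 µM, limit read from the data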;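 further: plate controls were DMSO wells with enzyme for no effect and wells lacking enzyme for full effect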
Target sequence (Q9GZU7 76-261 limits assumed): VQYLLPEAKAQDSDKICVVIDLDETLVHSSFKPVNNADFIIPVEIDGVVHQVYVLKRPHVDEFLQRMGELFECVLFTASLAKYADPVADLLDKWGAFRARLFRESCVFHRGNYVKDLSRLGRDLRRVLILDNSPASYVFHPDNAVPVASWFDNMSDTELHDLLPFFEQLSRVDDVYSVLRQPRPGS
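assay system = SCP-1 phosphatase catalytic domain, residues 76-261 | buffer or medium = 50 mM Tris acetate pH 5.5, 0.005% Tween-20, 10 mM MgCl2 | incubation = enzyme reaction 45 min at room temperature, colour 5 min, stabilisation 30 min | signal = Phosphate-binding colour reagent, absorbance read at 630 nm | measure = % inhibition at 20 µM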
DNMT1 block – blocks human DNA methyltransferase DNMT1. P26358. DNMT1 molecular beacon, Hinp1I cleavage, fluorescence. inhibition (reported as % activation of signal), % at 10 µM. 360,000 compounds, 0.83% hits. AID 588458; in the data active means inhibition above about 50%
NadD inh – inhibitors of Staphylococcus aureus NadD | purified NadD enzyme, colorimetric absorbance read-out | inhibition, % at 20 µM | 360,000 compounds, 0.78% hits; in the data active means inhibition above about 26%; further: some compounds past the cut are filed as inactive
MT1-MMP act inh – blocks activation of human MT1-MMP | GFP/RFP ratio change, % at 20 µM | 360,000 compounds, 0.061% hits | HT1080 RFP-PRO-GFP cells, GFP/RFP ratio fluorescence, overnight; percent of plate control window, DMSO zero | P50281;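 active means GFP/RFP ratio change of at least 30% with cell ATP level not reduced by more than half and red fluorescence within 50% of control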; further: strong numbers were not always called active
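Assay system – RFP-PRO-GFP reporter HT1080 cells · Compound dosing – single dose of 20 µM compound, 1% DMSO final · Incubation – overnight compound exposure at 37 °C · Measure – GFP/RFP fluorescence ratio · Benchmarks – DMSO wells and RFP-L50D-GFP cells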
SKN-1 block – inhibitors of C. elegans SKN-1 | AID 624304 | 360,000 compounds, 0.49% hits | C. elegans VP596 Pgst-4::GFP/RFP ratio, acrylamide-induced, 24 h | inhibition, % at 21.8 µM;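 active means interference check ratio from 0.5 to 1.5 plus GFP to RFP signal ratio inhibition reaching or exceeding a fixed threshold, cut at about 30% in these data, passing the limit was not always enough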; further: some compounds called inactive have numbers as strong as hits
STEP block – inhibitors of human striatal-enriched phosphatase STEP. P54829. recombinant STEP, OMFP fluorogenic substrate, fluorescence. inhibition, % at 20 µM. 360,000 compounds, 0.25% hits. AID 588621;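 active means inhibition at 20 µM, scaled per plate between control wells, above about 37%, limit read from the data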;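 further: 0% = DMSO with enzyme and substrate and 100% = substrate only without enzyme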
Target sequence (P54829 whole entry, looked up): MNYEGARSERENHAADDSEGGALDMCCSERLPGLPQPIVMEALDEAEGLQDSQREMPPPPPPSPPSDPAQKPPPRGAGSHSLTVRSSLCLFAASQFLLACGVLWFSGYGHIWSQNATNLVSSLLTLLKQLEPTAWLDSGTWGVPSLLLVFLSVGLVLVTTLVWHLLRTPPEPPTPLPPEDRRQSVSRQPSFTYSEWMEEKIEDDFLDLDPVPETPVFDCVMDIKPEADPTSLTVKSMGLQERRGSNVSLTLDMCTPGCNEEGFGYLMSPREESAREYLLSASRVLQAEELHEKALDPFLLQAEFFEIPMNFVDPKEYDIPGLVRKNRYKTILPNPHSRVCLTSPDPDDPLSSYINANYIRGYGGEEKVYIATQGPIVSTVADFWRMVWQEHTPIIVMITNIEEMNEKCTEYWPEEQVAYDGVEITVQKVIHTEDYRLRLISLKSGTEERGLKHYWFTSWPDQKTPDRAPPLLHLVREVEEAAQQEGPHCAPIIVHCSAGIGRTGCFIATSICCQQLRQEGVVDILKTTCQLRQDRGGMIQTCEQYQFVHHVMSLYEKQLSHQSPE
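Measure: Control-normalized % inhibition with plate pattern correction | Test system: STEP phosphatase, cell-free reaction | Medium: pH 6.0 Bis-Tris with DTT and Tween 20 | Technique: Fluorescence, 480/540 nm | Times: Reaction 20 min, ambient temperature | Doses: Single compound dose of 20 µM, 1% DMSO final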
LMPTP block – LMPTP (human) inhibition; recombinant LMPTP-A, OMFP fluorogenic substrate, fluorescence intensity; inhibition, % at 20 µM; 360,000 compounds, 0.22% hits; AID 651560;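 active means compounds that cut the enzyme signal by at least half of the control window in the single-dose screen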;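 further: plate controls were DMSO wells with enzyme plus substrate for no effect and substrate without enzyme for full effect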
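Test system: LMPTP-A phosphatase enzyme; input: 0.625 nM LMPTP-A final; reagent: OMFP substrate, 400 µM final; compound dosing: 20 µM single dose, 3% DMSO; incubation: 50 min dark incubation at room temperature; measured by: endpoint fluorescence intensity from OMFP dephosphorylation; measure: % inhibition relative to no-enzyme and uninhibited control wells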
* hit, by the source's call; i = inactive.

(1) O=C(CCc1ccccc1)NNC(=O)COc1ccc([N+](=O)[O-])cc1
(2) CN(C)Cc1c(C(=O)N/N=C/c2cccnc2)nnn1-c1nonc1N
(3) COC(=O)c1ccccc1NC(=O)Cn1nc(C(F)(F)F)c2c1CCC2
(4) CCN(CC)CCCN=Cc1c(O)n(-c2cccc(C)c2)c(=O)c2ccccc12
(5) Cc1noc(C)c1CSc1nnc(-c2c[nH]c3ccccc23)n1-c1ccc(Cl)cc1
(6) NCCNC[C@@H]1COC2(CCCCCCCCCCC2)O1

| screen / no. | 1 | 2 | 3 | 4 | 5 | 6 |
| --- | --- | --- | --- | --- | --- | --- |
| LMPTP block | -1.6 | 0.6 | 1.0 | 3.7 | -0.7 | -7.7 |
| CendR NRP1 mod | -2 | 8 | 6 | -15 | -1 | -2 |
| NadD inh | -1 | 1 | -6 | 1 | 9 | -8 |
| SUMO1 PPI mod | -15 | -10 | 1 | -17 | 1 | -24 |
| Rpn11 block | i | i | i | i | i | i |
| SKN-1 block | 0 | -9 | 1 | 1 | 0 | -6 |
| Scp1 inh | -8 | -4 | -7 | 3 | 8 | -1 |
| STEP block | -2 | -2 | -2 | 10 | -1 | -1 |
| DNMT1 block | -1 | 0 | -1 | 2 | 2 | 1 |
| MT1-MMP act inh | 1 | -4 | 2 | 3 | 1 | 4 |

(7) CCOc1ccc2nc(Cl)sc2c1
(8) COc1ccc(OC)c2nc3c(cc12)CCC3
(9) O=C(c1cc(-c2cccnc2)nc2ccc(Cl)cc12)N1CCN(S(=O)(=O)c2cccs2)CC1
(10) O=C(CN1CCN(c2ccccc2O)CC1)Nc1ccc(S(=O)(=O)N2CCCCCC2)cc1
(11) Cc1ccc(NC(=S)NNC(=O)c2cn(C)nc2C)cc1
(12) N#Cc1c(N)c(C#N)c(-c2ccc(O)cc2)c2c1CCCC2

| screen / no. | 7 | 8 | 9 | 10 | 11 | 12 |
| --- | --- | --- | --- | --- | --- | --- |
| LMPTP block | -0.3 | 2.6 | 1.6 | 1.1 | -2.4 | 0.7 |
| CendR NRP1 mod | 3 | -4 | 4 | -1 | -1 | 13 |
| NadD inh | -9 | -7 | 1 | 5 | -4 | -1 |
| SUMO1 PPI mod | 1 | -9 | -6 | 4 | -1 | 5 |
| Rpn11 block | i | i | i | i | i | i |
| SKN-1 block | 0 | 14 | -2 | -5 | -36 | 14 |
| Scp1 inh | -4 | -6 | 2 | 7 | -5 | -15 |
| STEP block | -4 | -1 | 3 | -4 | -6 | -5 |
| DNMT1 block | 1 | 2 | -7 | -2 | -5 | -6 |
| MT1-MMP act inh | 5 | 5 | -1 | 6 | -2 | -5 |

Arranged by length of the SMILES (low to high): part of the list above.
(7) CCOc1ccc2nc(Cl)sc2c1
(8) COc1ccc(OC)c2nc3c(cc12)CCC3
(11) Cc1ccc(NC(=S)NNC(=O)c2cn(C)nc2C)cc1
(12) N#Cc1c(N)c(C#N)c(-c2ccc(O)cc2)c2c1CCCC2
(2) CN(C)Cc1c(C(=O)N/N=C/c2cccnc2)nnn1-c1nonc1N
(3) COC(=O)c1ccccc1NC(=O)Cn1nc(C(F)(F)F)c2c1CCC2
(4) CCN(CC)CCCN=Cc1c(O)n(-c2cccc(C)c2)c(=O)c2ccccc12
(5) Cc1noc(C)c1CSc1nnc(-c2c[nH]c3ccccc23)n1-c1ccc(Cl)cc1

| screen / no. | 7 | 8 | 11 | 12 | 2 | 3 | 4 | 5 |
| --- | --- | --- | --- | --- | --- | --- | --- | --- |
| LMPTP block | -0.3 | 2.6 | -2.4 | 0.7 | 0.6 | 1.0 | 3.7 | -0.7 |
| CendR NRP1 mod | 3 | -4 | -1 | 13 | 8 | 6 | -15 | -1 |
| NadD inh | -9 | -7 | -4 | -1 | 1 | -6 | 1 | 9 |
| SUMO1 PPI mod | 1 | -9 | -1 | 5 | -10 | 1 | -17 | 1 |
| Rpn11 block | i | i | i | i | i | i | i | i |
| SKN-1 block | 0 | 14 | -36 | 14 | -9 | 1 | 1 | 0 |
| Scp1 inh | -4 | -6 | -5 | -15 | -4 | -7 | 3 | 8 |
| STEP block | -4 | -1 | -6 | -5 | -2 | -2 | 10 | -1 |
| DNMT1 block | 1 | 2 | -5 | -6 | 0 | -1 | 2 | 2 |
| MT1-MMP act inh | 5 | 5 | -2 | -5 | -4 | 2 | 3 | 1 |

(9) O=C(c1cc(-c2cccnc2)nc2ccc(Cl)cc12)N1CCN(S(=O)(=O)c2cccs2)CC1

| screen / no. | 9 |
| --- | --- |
| LMPTP block | 1.6 |
| CendR NRP1 mod | 4 |
| NadD inh | 1 |
| SUMO1 PPI mod | -6 |
| Rpn11 block | i |
| SKN-1 block | -2 |
| Scp1 inh | 2 |
| STEP block | 3 |
| DNMT1 block | -7 |
| MT1-MMP act inh | -1 |

New compounds follow
(13) CC(C)CC(=O)Nc1c(C(=O)N2CCN(Cc3ccccc3)CC2)oc2ccccc12
(14) O=C(CCn1c(=S)oc2ccccc21)NC1CCCCCC1
(15) COc1cccc(NC(=S)N(CCCN2CCCC2)Cc2ccco2)c1
(16) CCOc1ccc(NC(=O)CCC(=O)NNC(=O)Nc2ccc(Cl)cc2)cc1
(17) Cc1ccc(-c2c(C(=O)N/N=C/c3ccc(C)o3)nnn2-c2nonc2N)cc1
(18) COc1ccc(NC(=O)CC(C)=O)c(OC)c1

| screen / no. | 13 | 14 | 15 | 16 | 17 | 18 |
| --- | --- | --- | --- | --- | --- | --- |
| LMPTP block | 0.0 | 0.5 | -2.4 | 1.9 | 0.2 | 1.1 |
| CendR NRP1 mod | -4 | 14 | -1 | 14 | 4 | 0 |
| NadD inh | -3 | -1 | -9 | 0 | 4 | -1 |
| SUMO1 PPI mod | 1 | -1 | 2 | -1 | -19 | 1 |
| Rpn11 block | i | i | i | i | i | i |
| SKN-1 block | 11 | -11 | -3 | 3 | 6 | 24 |
| Scp1 inh | -5 | -5 | -5 | 1 | -5 | -11 |
| STEP block | -2 | 0 | 4 | 0 | -1 | -4 |
| DNMT1 block | -3 | 2 | -2 | 5 | -4 | -3 |
| MT1-MMP act inh | 3 | -2 | 2 | 3 | -1 | -1 |

Single values from the results shown.
In LMPTP block, compound 17 has the entry 0.2
In SUMO1 PPI mod, compound 16 has the entry -1

(list continues)
(19) CC(OC(=O)c1ccco1)C(=O)NCc1cccs1 (configuration not stated)
(20) CN(c1ccccc1)S(=O)(=O)c1cccc(NS(=O)(=O)c2cccc(C(=O)O)c2)c1
(21) NS(=O)(=O)c1ccc(NC(=O)COC(=O)C23CC4CC(CC(C4)C2)C3)cc1
(22) COc1cc(C)c(Cl)c(C)c1S(=O)(=O)NCc1cccnc1
(23) O=C(CS(=O)(=O)c1ccc2ccccc2c1)N1CCCCCC1
(24) O=C1OC(c2ccccc2)(c2cc(Br)c(O)c(Br)c2)c2ccccc21 (configuration not stated)
(25) COCCN(CCOC)S(=O)(=O)c1ccc(OC)cc1
(26) CC(C)=CCc1cc([C@@H]2CC(=O)c3ccc(O)c(CC=C(C)C)c3O2)ccc1O

| screen / no. | 19 | 20 | 21 | 22 | 23 | 24 | 25 | 26 |
| --- | --- | --- | --- | --- | --- | --- | --- | --- |
| LMPTP block | 0.0 | -0.6 | 1.0 | -1.3 | 0.5 | -1.8 | 0.9 | 0.1 |
| CendR NRP1 mod | -8 | -2 | -5 | -1 | 10 | -42 | 2 | 13 |
| NadD inh | 0 | -7 | -3 | -2 | 0 | 8 | 3 | 1 |
| SUMO1 PPI mod | 0 | 6 | 3 | -6 | -2 | 33 | 4 | 13 |
| Rpn11 block | i | i | i | i | i | i | i | i |
| SKN-1 block | -18 | 4 | 10 | -5 | -7 | 10 | -15 | 9 |
| Scp1 inh | -1 | 3 | -12 | -2 | -7 | -18 | -2 | -4 |
| STEP block | 1 | -2 | -2 | 12 | -4 | 0 | 3 | -3 |
| DNMT1 block | -2 | -2 | -4 | 3 | 2 | 7 | 2 | -28 |
| MT1-MMP act inh | -6 | 1 | 0 | -5 | 0 | 1 | -1 | -12 |
